Rtt109 Vps75 = inhibitors of C. albicans Rtt109/Vps75 HAT, primary screen, biochemical, ThioGlo CoA-SH fluorescence, plate reader; inhibition, % at 34.9 µM; AID 540336, 2011; hit rate 0.16% among 330,000; purified Rtt109/Vps75, 4 h;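 active means inhibition of at least 50% in every replicate; inconclusive means best replicate reaches 50% inhibition but some replicates fall short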
Tat export inh = E. coli Tat export inhibitors, primary screen, MC4100, TorA-mCherry reporter, fluorescence, single point. inhibition, % at 10 µM. hit rate 0.036% among 340,000;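 active means mean replicate inhibition at least 50% and at least half of replicates individually reaching 50%; inconclusive means only one of the two criteria met; inactive means neither criterion met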;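 further: exported cargo escapes ClpAP degradation while cytoplasmic cargo is degraded and loses fluorescence; 0% = median of neutral control wells and 100% = median of NaSCN control wells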
CDK5 p35 inh = inhibitors of human CDK5/p35 kinase, primary screen, biochemical, single concentration; inhibition, % at 10 µM; hit rate 0.01% among 330,000; AID 488839, 2010; Recombinant CDK5/p35, ADP-Glo luminescence, 60 min;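 active means highest replicate inhibition of at least 50% and at least 75% of replicates reaching 50%; inconclusive means only one of the two criteria met; inactive means both criteria failed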;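 further: plate controls were DMSO neutral control for no effect and GW8510 at 10 µM for full effect; many of its hits are not listed in these tables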
Target sequence (Q00535 whole entry, looked up): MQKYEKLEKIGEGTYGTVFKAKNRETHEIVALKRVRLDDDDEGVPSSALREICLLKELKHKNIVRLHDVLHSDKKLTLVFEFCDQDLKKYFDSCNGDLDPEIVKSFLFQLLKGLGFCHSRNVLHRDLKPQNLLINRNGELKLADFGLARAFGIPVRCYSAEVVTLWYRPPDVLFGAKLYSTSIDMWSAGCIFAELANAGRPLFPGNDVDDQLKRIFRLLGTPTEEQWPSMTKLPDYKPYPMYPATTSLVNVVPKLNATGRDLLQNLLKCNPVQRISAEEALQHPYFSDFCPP
Target sequence (Q15078 whole entry, looked up): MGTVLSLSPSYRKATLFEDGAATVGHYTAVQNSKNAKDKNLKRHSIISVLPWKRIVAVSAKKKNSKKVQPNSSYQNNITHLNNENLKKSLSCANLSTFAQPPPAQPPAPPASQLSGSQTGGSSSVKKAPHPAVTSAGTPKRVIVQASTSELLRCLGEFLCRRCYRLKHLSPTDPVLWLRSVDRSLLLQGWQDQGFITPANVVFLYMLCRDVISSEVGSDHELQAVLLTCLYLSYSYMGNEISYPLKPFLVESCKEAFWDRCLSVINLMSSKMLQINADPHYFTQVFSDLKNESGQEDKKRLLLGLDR
V-ATPase pHluor = regulators of yeast V-ATPase proton pumping, primary screen, pHLuorin cytosolic pH fluorescence; hit rate 0.37% among 350,000; response, % at 10 µM; AID 504577, 2011; S. cerevisiae; in the data active means response mostly above about 7.3%, no sharp cut-off; inactive means mostly below about 5.4%; further: actives read high; inactives centre near 0; some compounds called inactive have numbers as strong as hits; reference of the scale not given here
Wnt act = Wnt/beta-catenin pathway activators, primary screen, cell-based, plate reader, single point | Wnt/beta-catenin reporter cell assay, activator | activation, % at 9.35 µM | hit rate 1.2% among 300,000; in the data active means activation above about 30%, passing the limit was not always enough; inconclusive means no clear call, values can overlap the other calls;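 further: 0% = neutral control wells and 100% = positive control wells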
MITF act = activators of MITF-driven TRPM1 promoter reporter, primary screen, cell-based, SK-MEL-5, luciferase, single point. hit rate 0.75% among 300,000. SK-MEL-5 TRPM1-promoter luciferase, 24 h; % of positive control, neutral wells = 0. activation, % at 12.5 µM. AID 588334, 2011;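 active means mean activation of at least 80% with every replicate also reaching 80%; inconclusive means mean reaches 80% but some replicate falls short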;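 further: 0% = neutral control wells and 100% = parthenolide positive control wells; values of inactives mirror those of a sister screen read the other way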
CAL PDZ FP-1 = CAL PDZ peptide-binding inhibitors, primary screen, biochemical, fluorescence polarization, Cer-tagged CAL PDZ, HTS; Golgi-associated PDZ and coiled-coil motif-containing protein (Homo sapiens), Q9HD26; purified CAL PDZ, TMR-peptide fluorescence polarization, 1 h; inhibition, % at 20 µM; hit rate 0.02% among 330,000; AID 504414, 2011;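 active means highest replicate inhibition of at least 40%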;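 further: plate controls were DMSO neutral control wells for no effect and unlabeled competitor peptide control wells for full effect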
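material = purified tagged CAL PDZ domain construct (CerCALP) | compound dosing = 20 µM, one dose | times = 1 h at RT | measured by = fluorescence polarization from S- and P-plane intensities, G-factor corrected | read-out = inhibition from polarization loss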
dFosB act = activators of delta FosB homodimer, primary screen, biochemical, fluorescence polarization, TAMRA-CDK5 oligo, single point; Protein FosB (Mus musculus), P13346; purified delta FosB; percent of positive-control signal above neutral wells; activation, % at 25 µM; hit rate 0.99% among 340,000; AID 493131, 2011;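 active means mean activation above about 17%, with every replicate also reaching it, limit read from the data, passing the limit was not always enough; inconclusive means only one of the two conditions met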;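 further: fluorescence polarization rise as delta FosB binds a TAMRA Cdk5 AP-1 oligo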
Target sequence (P13346 whole entry, looked up): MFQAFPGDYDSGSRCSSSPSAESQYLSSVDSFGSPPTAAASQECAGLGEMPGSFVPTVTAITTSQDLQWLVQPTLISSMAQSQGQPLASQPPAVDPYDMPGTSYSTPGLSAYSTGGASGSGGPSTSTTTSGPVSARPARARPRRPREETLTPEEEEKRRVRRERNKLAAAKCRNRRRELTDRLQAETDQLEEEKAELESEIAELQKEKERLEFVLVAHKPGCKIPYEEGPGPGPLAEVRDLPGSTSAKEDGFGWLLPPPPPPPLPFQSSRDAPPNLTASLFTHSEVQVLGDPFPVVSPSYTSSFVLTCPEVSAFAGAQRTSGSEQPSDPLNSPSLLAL
CAL PDZ FP-2 = untagged CAL PDZ binding inhibitors, primary screen, biochemical, fluorescence polarization, HTS | hit rate 0.92% among 300,000 | AID 602252, 2012 | inhibition, % at 24.9 µM | Golgi-associated PDZ and coiled-coil motif-containing protein (Homo sapiens), Q9HD26 | purified CAL PDZ, TMR-peptide fluorescence polarization, 1 h;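 active means mean inhibition of at least 30% with at least half of replicates also reaching 30%; inconclusive means no clear call, values can overlap the other calls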;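 further: 0% = DMSO neutral control and 100% = excess unlabeled competitor peptide PRC23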
RTF Ca sens act = cardiac RTF calcium sensitivity activators, primary screen, biochemical, IANBD-TnC fluorescence, EC20 calcium | Troponin I, cardiac muscle (Homo sapiens) + Troponin T, cardiac muscle (Homo sapiens) + … | IANBD-labeled TnC RTF fluorescence at EC20 calcium; 0% EC20 calcium, 100% full calcium | activation, % at 7.2 µM | hit rate 0.24% among 340,000 | AID 493008, 2010;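 active means activation above the mean over all tested compounds plus 3 SD, cut at about 30% in these data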;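 further: rise in fluorescence read as greater calcium sensitivity of cardiac thin filaments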
Numbers without * were called inactive; ? = inconclusive; . = no result given. No enrichment for hits; about 4.1% have a hit in one of these screens.

smiles | Rtt109 Vps75 | Tat export inh | CDK5 p35 inh | V-ATPase pHluor | Wnt act | MITF act | CAL PDZ FP-1 | dFosB act | CAL PDZ FP-2 | RTF Ca sens act
CCSc1nnc(NC(=O)NC2CCCCC2)s1 | 0 | -1 | -1.3 | 5 | 27 | ? | -1.1 | -8 | -11 | 0
O=C(CNC(=O)C(c1ccccc1)c1ccccc1)OCc1ccccc1 | -5 | -3 | -1.1 | -2 | -1 | -4 | -1.3 | -13 | -4 | -4
O=C(CC(c1ccccc1)C1CCCCC1=O)c1ccccc1 (configuration not stated) | 9 | 5 | -2.5 | 3 | -1 | 3 | 0.0 | -8 | 32* | -2
O=C(NCCCN1CCOCC1)C(=O)N/N=C/c1cccc2ccccc12 | -15 | -5 | 1.0 | -1 | 1 | . | -3.5 | -15 | 6 | 6
COC(=O)c1c(NC(=O)C(=O)NCC2CCCO2)sc2c1CC(C)(C)OC2 (configuration not stated) | 4 | 3 | . | -2 | -1 | 5 | -3.2 | -6 | -5 | -6
COc1ccc2[nH]c3c4c(ccc3c2c1)C(=O)C=CC4=O | -2 | -7 | 1.7 | 3 | -14 | -77 | 0.5 | -16 | 2 | -1
CCOC(=O)N1CCN(C(=O)C2CC(c3ccccc3OC)=NO2)CC1 (configuration not stated) | 0 | -1 | -3.5 | -1 | -2 | 6 | -0.8 | 3 | -2 | -1
COc1cc(/C=N/NC2=NCCCCC2)ccc1O | 2 | 5 | -0.6 | -1 | 0 | 13 | 0.3 | -2 | -2 | -4
CSc1nnc(C)c(=O)n1COC(=O)/C=C/c1ccc2c(c1)OCO2 | 39 | -3 | 0.4 | -5 | 0 | 10 | -2.0 | -8 | -7 | 7
CC(=O)Nc1ccc(-c2sc(Nc3ccccc3)n[n+]2C)cc1 | -6 | 0 | -1.3 | 0 | -2 | 18 | -0.7 | 4 | -2 | 6
CN1CCN(CCCNC(=O)c2ccc(/C=C3\Sc4ccccc4N(Cc4ccccc4F)C3=O)cc2)CC1 | . | 16 | 2.4 | 0 | 10 | 12 | -5.1 | -21 | 4 | -3
CCc1cccc(C)c1NC(=O)C1CN(S(=O)(=O)c2ccccc2)CCN1S(=O)(=O)c1ccccc1 (configuration not stated) | -2 | -3 | -2.2 | -2 | . | -2 | -2.0 | 0 | 4 | 2
Cc1cc(C)c(S(=O)(=O)c2ccccc2C)c(Oc2ccccc2)n1 | -6 | 15 | 0.7 | 1 | . | 7 | -0.8 | -12 | -4 | -2
Nc1c(C(=O)OCC(=O)Nc2ccc(OC(F)F)cc2)[nH]c(=O)[nH]c1=O | -1 | -5 | 0.5 | -3 | 0 | 10 | 0.3 | 3 | 1 | 3
Cc1ccc(C(=O)COC(=O)COc2ccc(C)c(C)c2)cc1 | -8 | -2 | -0.5 | 2 | 1 | -20 | 1.0 | 0 | 0 | -1
COc1ccccc1CNC(=O)c1c(-c2ccccc2)nn(-c2ccccc2)c1C | 0 | 6 | -0.3 | -4 | . | -5 | -3.5 | -7 | -3 | -1
CC1(C(=O)OCC(=O)Nc2ccc(Cl)cn2)CC1(Cl)Cl (configuration not stated) | 13 | 2 | 6.8 | -5 | -2 | 50 | -0.8 | -4 | 5 | 0
COc1ccc(-c2csc(NC(=O)C3CC(=O)N(Cc4ccccc4)C3)n2)cc1OC (configuration not stated) | 21 | 15 | 0.2 | 0 | -3 | -13 | -2.1 | -1 | -8 | -1
COc1ccc(NC(=O)COC(=O)C2CCN(C(=O)c3ccc(Cl)cc3)CC2)c([N+](=O)[O-])c1 | -13 | 2 | -0.9 | -3 | -6 | -1 | -0.6 | -6 | -3 | -2
CCOC(=O)c1c(C)[nH]c(C(=O)OCC(=O)N(CC(C)C)c2c(N)n(Cc3ccccc3)c(=O)[nH]c2=O)c1C | 8 | -11 | 1.3 | 0 | -3 | -1 | -2.7 | -14 | -1 | -12
Cc1cc(C)cc(C(=O)Nc2nc3ccccc3[nH]2)c1 | 4 | 4 | 0.2 | 4 | 14 | 49 | -2.0 | 4 | -6 | -9
O=C(C/C=N/OCc1c(Cl)cccc1Cl)c1ccccc1 | -16 | 0 | 0.1 | 0 | . | 14 | 0.3 | -12 | . | 3
Cn1c2ccccc2c2c(C(=O)N3CCN(c4ccccn4)CC3)cn(C3CCCC3)c(=O)c21 | 5 | 14 | -2.4 | -1 | -9 | 4 | -2.0 | -15 | -1 | 4
CN1C(=O)c2ccc(NC(=O)c3ccc(N4CCCCC4)c([N+](=O)[O-])c3)cc2C1=O | -7 | 0 | 0.9 | 3 | . | -5 | -0.5 | -1 | -3 | -2
O=C(CCSc1ccccn1)Nc1ccc(Br)cc1 | 14 | 21 | 1.7 | 3 | 62* | 58 | -3.0 | -1 | -3 | 10
CC(=O)Nc1ccc(NC(=O)c2c(-c3ccccc3Cl)noc2C)cc1 | 0 | 3 | -2.4 | -2 | 4 | -11 | 0.0 | -4 | . | 1
CCC(C(=O)O)N1C(=O)C2CCCCC2C1=O (configuration not stated) | -2 | -3 | -0.3 | -6 | -1 | -5 | -2.1 | -5 | 0 | 2
CC(C)(O)C#Cc1ccc(CN2CCN(C3CCCCC3)C(CCO)C2)cc1 (configuration not stated) | -4 | 1 | 0.7 | 0 | 2 | 6 | 0.7 | -11 | -6 | 1
Cc1cc(C)c(S(=O)(=O)N2CCN(C(=O)C(C)Cn3nc(C)nc3C)CC2)c(C)c1 (configuration not stated) | -1 | 4 | 0.8 | 0 | -1 | . | -2.3 | -3 | -2 | -1
CC(=O)Nc1ccc(C(=O)OCC(=O)Nc2ccc([N+](=O)[O-])cc2C(F)(F)F)cc1 | -40 | 1 | 1.6 | 2 | 1 | 9 | 0.7 | 7 | 0 | -5
COc1ccc(C(=O)Nc2ccc(S(=O)(=O)Nc3nccc(C)n3)cc2)cc1OC | 3 | -2 | -0.5 | 1 | -3 | . | -0.5 | -2 | 50* | 1
Cc1ccc(Cl)cc1N1CCN(C(=O)C2CCN(S(=O)(=O)c3cnc[nH]3)CC2)CC1 | 7 | -5 | -0.4 | 6 | . | 12 | -0.8 | 0 | -2 | 7
COc1ccc(C(=O)C2CCCN(Cc3ccc4nonc4c3)C2)cc1OC (configuration not stated) | -5 | -3 | 0.2 | 1 | 0 | -6 | 0.0 | -9 | 3 | -2
CC(=O)c1nn(-c2cccc(Br)c2)cc1C(=O)c1ccc(Br)cc1 | -8 | 15 | -1.2 | -6 | 2 | . | -2.7 | -8 | -1 | 1
Clc1ccc2c(N/N=C/c3ccccc3Br)ccnc2c1 | -4 | -1 | 0.3 | -4 | 2 | -84 | -1.9 | 46* | . | -15
O=C(Nc1ccc(F)cc1)NC1(C(=O)NCc2cccs2)CCCCC1 | . | -1 | -1.5 | 2 | . | -9 | -2.0 | 1 | -2 | -3
Cc1c(Cl)cnc(NC(=O)COC(=O)c2ccc3ncsc3c2)c1Cl | . | -3 | -0.3 | 2 | -15 | -26 | -1.4 | -3 | -1 | -5
COCCCNC(=O)c1c[nH]c2ccc(S(=O)(=O)N3CCc4ccccc43)cc2c1=O | -7 | -8 | 1.0 | 0 | -1 | -26 | -2.3 | -18 | 4 | 5
Cc1ccccc1NS(=O)(=O)c1ccc2[nH]cc(C(=O)NCCCN3CCOCC3)c(=O)c2c1 | 8 | -3 | 2.7 | -1 | . | -2 | -2.5 | -10 | -6 | 0
CC1=NN(c2ccccc2)C(=O)/C1=C/c1cn(C)c2ccccc12 | -2 | -7 | 1.3 | -1 | 1 | 2 | -0.5 | 2 | -8 | -4
Cc1c(NC(=O)CN2CCN(c3ccccc3)CC2)c(=O)n(-c2ccccc2)n1C | -3 | 0 | -0.3 | -8 | . | 2 | -0.1 | 2 | -3 | 1
OCCC1CN(Cc2cnc(-c3cccc4ccccc34)nc2)CCN1C1CCCCC1 (configuration not stated) | -1 | 1 | -0.3 | 2 | -3 | -1 | -0.3 | -3 | . | -4
Cc1ccc(Cn2ccc(NC(=O)c3cc(-c4ccc5c(c4)OCO5)on3)n2)cc1 | 2 | 4 | 0.7 | -1 | 0 | -6 | . | -1 | -1 | 2
O=C(CN1C(=O)NC2(CCCC2)C1=O)Nc1cccc(-c2nnc3n2CCCCC3)c1 | 4 | -6 | -1.0 | 1 | . | -1 | -0.8 | -5 | -2 | 5
CS(=O)(=O)N(CC(=O)NCCSC1CCCCC1)c1cccc(F)c1 | -1 | 4 | 0.6 | 0 | 1 | -2 | 0.1 | -3 | -3 | 7
CNc1ccc(C(=O)N2CCN(S(=O)(=O)c3ccc4c(c3)OCCCO4)CC2)cc1[N+](=O)[O-] | 8 | -2 | 1.3 | 1 | -2 | -6 | -2.3 | -15 | -2 | 1
O=C(Cc1cccc(C(F)(F)F)c1)Nc1cc(S(=O)(=O)N2CCOCC2)ccc1N1CCCC1 | -19 | 13 | 0.1 | 0 | -5 | 4 | -1.0 | -9 | -10 | -3
Cc1cccc(-c2nnc(SCc3cc(=O)[nH]c4ccccc34)n2C)c1 | 4 | -2 | -0.9 | -2 | 0 | . | -3.7 | -2 | -6 | -4
CCCCn1c(N)c(N(CCOC)C(=O)c2cnccn2)c(=O)[nH]c1=O | 4 | -1 | 1.3 | -1 | 1 | 1 | -0.4 | -1 | 0 | 2
Cc1ccc(CCN2CC(C(=O)NCCCN3CCC(C)CC3)CC2=O)cc1 (configuration not stated) | -15 | -11 | 0.7 | 3 | -1 | 5 | -0.8 | -3 | -2 | -1
CC(=O)NCc1ccc(S(=O)(=O)N2CCCN(C)CC2)cc1 | 4 | 6 | 0.5 | -4 | 1 | -6 | -1.5 | 7 | -4 | 7

Look-ups from the list.
Value of `Cc1c(NC(=O)CN2CCN(c3ccccc3)CC2)c(=O)n(-c2ccccc2)n1C` under CAL PDZ FP-1: -0.1
Value of `CNc1ccc(C(=O)N2CCN(S(=O)(=O)c3ccc4c(c3)OCCCO4)CC2)cc1[N+](=O)[O-]` under RTF Ca sens act: 1

Screening data deposited in PubChem BioAssay by several laboratories.
